V-ATPase pHluor – alters yeast V-ATPase proton transport; response, % at 10 µM; S. cerevisiae, pHLuorin cytosolic pH fluorescence; actives 0.37% (n = 350,000); in the data active = response mostly above about 7.3%, no sharp cut-off; inactive = mostly below about 5.4%; also: actives read high; inactives centre near 0; some compounds called inactive have numbers as strong as hits; reference of the scale not given here
Wnt bcat act – activates Wnt/beta-catenin signaling in a reporter cell assay | activation, % at 9.35 µM | activator, plate reader | actives 1.2% (n = 300,000) | AID 743398; in the data active = activation above about 30%, passing the limit was not always enough;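 also: 0% = neutral control wells and 100% = positive control wells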
Starred values were filed as active, the others as inactive.

SMILES	V-ATPase pHluor	Wnt bcat act
Cc1cn([C@H]2C[C@H](O)[C@@H](CNCc3ccccc3OCCCN3CCOCC3)O2)c(=O)[nH]c1=O	0	-2
COc1ccc(CN2C(=O)C(CC(=O)NCc3cccs3)CC(C(=O)N(C)C)=C2C)cc1 (stereo not given)	2	1
Nc1nnc2cc(Br)ccc2n1	-1	-7
Clc1ccc(-c2ccccc2)nn1	-2	-1
C[C@H](CO)N1C[C@H](C)[C@H](CN(C)S(=O)(=O)c2ccccc2)OCc2ccccc2-c2c(n(C)c3ccccc23)C1=O	-1	-1
Cc1ccc([C@@H]2CC(=O)[C@@H]3CN(S(=O)(=O)c4ccc(C)cc4)[C@H](c4cccc5ccccc45)C[C@@H]3N2S(=O)(=O)c2ccc(Cl)cc2)cc1	1	-2
C#CCN(C[C@H]1[C@H](OC(=O)NCc2ccc(OC)c(OC)c2)[C@H](OC(=O)NCc2ccc(OC)c(OC)c2)C[C@H]2C(=O)N(c3ccccc3)C(=O)[C@@H]12)S(=O)(=O)c1ccc(C)cc1	0	-2
CCCCCCN1C[C@H](n2cc(C3CC3)nn2)[C@@H](O)C[C@@H]1c1ccc(Cl)cc1	-1	-1
COc1ccc(CC(=O)N(CCC2=CCCCC2)c2c(N)n(Cc3ccccc3)c(=O)[nH]c2=O)cc1	0	-2
COc1ccc(NC2CCCN(C(=O)C3=NNC(=O)CC3)C2)cc1 (stereo not given)	0	-1
CC1(C)CN(Cc2cccnc2)C(=O)[C@H]1CC(=O)Nc1ccc(Br)cc1	-3	-3
CN[C@H]1C[C@H]2c3cc(-c4ccccc4)ccc3CCN2C(=O)[C@H]1[C@H](C)O	-1	-1
C[C@@H](O)CNC(=O)c1[nH]cnc1C(=O)Nc1ccc(CNC(=O)OC(C)(C)C)cc1	0	-1
CNC(=O)C[C@H]1C(=O)N(CCc2ccccc2)C[C@@H]1CSC	-1	0
CC(=O)c1c(O)c(C)c(O)c2c1OC1=CC(=O)/C(=C(/C)N)C(=O)C12C (stereo not given)	1	-2
COc1cc(Cl)cc(/C=N\NC(=O)c2ccc3c(c2)OCO3)c1O	-1	-1
Cc1cc(CC(=O)O)c2oc(-c3ccoc3)cc(=O)c2c1	0	0
COc1ccc(C2CC(=O)N(c3ccccc3)C3=C2C(=O)CCC3)cc1 (stereo not given)	4	1
O=C(Nc1c(F)cccc1F)C(c1ccccc1)c1ccccc1	-4	0
CC1CCN(C(=O)c2ncn3c2c(=O)[nH]c2cccnc23)CC1	0	-2

Some values from the entries so far.
V-ATPase pHluor with CC1CCN(C(=O)c2ncn3c2c(=O)[nH]c2cccnc23)CC1 is entered as 0
Wnt bcat act with C[C@H](CO)N1C[C@H](C)[C@H](CN(C)S(=O)(=O)c2ccccc2)OCc2ccccc2-c2c(n(C)c3ccccc23)C1=O is entered as -1
Wnt bcat act with Nc1nnc2cc(Br)ccc2n1 is entered as -7
Wnt bcat act with CNC(=O)C[C@H]1C(=O)N(CCc2ccccc2)C[C@@H]1CSC is entered as 0

Later entries
SMILES	V-ATPase pHluor	Wnt bcat act
C[C@H](CO)N1C[C@H](C)[C@@H](CN(C)C(=O)NC2CCCCC2)Oc2ncc(Br)cc2C1=O	-1	-1
CCCCCCN1C[C@H](O)[C@@H](n2cc(COC(=O)c3ccccc3)nn2)C[C@@H]1c1ccccc1	1	-1
CSc1ncccc1C(=O)OC(C)C(=O)Nc1ccc2c(c1)OCCO2 (stereo not given)	1	-2
CC1(C)CC(=O)C=C(c2ccc(COC(=O)c3ccc(-c4ccccc4)cc3)cc2)C1=O	-3	-4
Cc1cc(C(F)(F)F)nc2c(Cl)c(C(C)(C)C)nn12	-7	-1
CN1OC[C@@H]2CN(C(=O)Cc3ccccc3)[C@H](c3ccccc3Br)C[C@@H]21	2	-1
CCCCn1c(N)c(N(CCOC)C(=O)CCS(=O)(=O)c2ccc(C)cc2)c(=O)[nH]c1=O	1	0
CCOC(=O)CSc1nc2nc(Cl)c(Cl)nc2[nH]1	1	7
O=C(Cc1ccc(Cl)cc1)NCC(=O)N1CCC2(CC1)NCCc1[nH]cnc12	-2	-5
COCC#Cc1ccc2c(c1)O[C@@H](CN(C)C(=O)Nc1ccc(OC)cc1)[C@H](C)CN([C@H](C)CO)S2(=O)=O	2	-1
Cc1ccc(S(=O)c2ccc([N+](=O)[O-])c3nonc23)cc1 (stereo not given)	0	-5
Cc1ccccc1NS(=O)(=O)c1ccc(S(=O)(=O)N2CCCC2)cc1	-3	-1
CCC1(c2ccccc2)NC(=O)N(CC(=O)Nc2ccc3c(c2)CCC3)C1=O (stereo not given)	-1	0
O=C(CSc1nnc(-c2ccco2)o1)c1ccc([N+](=O)[O-])cc1	1	-1
COc1ccccc1S(=O)(=O)N(C)C[C@H]1OCc2cn(nn2)CCCC(=O)N([C@H](C)CO)C[C@@H]1C	1	-7
COCOCCn1cc(CN2CCS(=O)(=O)N(Cc3ccc(-c4ccc(Cl)nc4)cc3)C(CC(C)C)C2=O)nn1 (stereo not given)	0	0
COc1cc(-c2cc(C(=O)O)c3cc4ccccc4cc3n2)cc(OC)c1OC	3	-4
COc1ccccc1Cn1c(C)nc2ccccc21	-1	0
COc1cc(C(=O)NC(=S)Nc2ccc3ccccc3c2)cc(OC)c1OC	-4	4
CCCCCCN1C[C@@H](n2cc(-c3ccc(F)cc3)nn2)[C@H](O)C[C@@H]1c1ccccc1	-2	-3
Cc1ccc(NC(=O)c2ccc3c(c2)CCN3S(C)(=O)=O)cc1	1	45*
Nc1nnc(CC(=O)N/N=C/c2ccccc2OCc2ccc(F)cc2)s1	2	2
Cc1ccc2c(=O)n3c(nc2c1)C(Cc1ccc(O)cc1)NC(=O)c1cc2ccccc2cc1-3 (stereo not given)	-3	-3
C#CC1(N2CCCCC2)CCCCC1	1	-3
CC1(C)CC(=O)C(CC(=O)c2ccccc2)=C(NN=C(N)N)C1	-2	8
CC(NC(=O)CN1c2cccc3cccc(c23)S1(=O)=O)c1ccccc1 (stereo not given)	1	-5
CN1c2ccsc2C(=O)/C(=C\Nc2cccc(C(F)(F)F)c2)S1(=O)=O	-1	1
OCC1OC(Nc2ccccc2C=NO)C(O)C1O (stereo not given)	3	-2
C[C@H](CO)N1C[C@H](C)[C@H](CN(C)S(C)(=O)=O)OCc2ccccc2-c2c(n(C)c3ccccc23)C1=O	-2	-1
CC(=O)N=c1c(C#N)cc2c(=O)n3cccc(C)c3nc2n1CCCOC(C)C	0	0
COc1ccc(S(=O)(=O)N2CCC(C(=O)N[C@H](C(=O)NCc3ccccc3)C(C)C)CC2)cc1	-2	-5
O=C(Nc1cc(Cl)ccc1N1CCOCC1)c1ccc2c(c1)OCO2	0	-3
C#CCN(C[C@H]1[C@H](OC(=O)Nc2c(C)noc2C)[C@H](OC(=O)Nc2c(C)noc2C)C[C@@H](C(=O)OC)[C@H]1C(=O)OC)S(=O)(=O)c1ccc(C)cc1	0	-1
COc1cc(C=C2CCCC(=Cc3ccc(OCC4CO4)c(OC)c3)C2=O)ccc1OCC1CO1 (stereo not given)	-1	-6
CCCCCCN1C[C@@H](O)[C@H](n2cc(COC(=O)c3ccccc3)nn2)C[C@@H]1c1ccc(OC)cc1	1	-2
C[C@H](CO)N1C[C@H](C)[C@H](CN(C)S(=O)(=O)c2ccc3ccccc3c2)OCc2cnnn2CCCC1=O	-2	-1
COc1ccccc1S(=O)(=O)N(C)C[C@@H]1OCc2cnnn2CCCC(=O)N([C@@H](C)CO)C[C@@H]1C	-2	-2
C[C@@H]1CN([C@@H](C)CO)C(=O)CCCn2nncc2CO[C@H]1CN(C)Cc1cccc(C(F)(F)F)c1	4	3
CCCCOc1ccc(CSc2nc(C)[nH]c2[N+](=O)[O-])cc1[N+](=O)[O-]	-4	4
Cc1c(NC(=O)COC(=O)c2cccc(F)c2)c(=O)n(-c2ccccc2)n1C	0	0
COc1ccccc1-c1noc(CCC(=O)Nc2cccnc2)n1	-1	-1
Cn1sc(=O)c2cc(S(=O)(=O)NC3CC3)ccc21	4	10
O=C1C=C(c2n[nH]nc2-c2ccccc2)C[C@@H](c2ccc(F)cc2)C1	3	-2
C[C@H]1CN([C@@H](C)CO)C(=O)CCCn2cc(nn2)CO[C@@H]1CN(C)C(=O)Nc1cccc2ccccc12	5	1
C[C@@H]1CN([C@H](C)CO)S(=O)(=O)c2ccc(-c3ccc(C#N)cc3)cc2O[C@H]1CN(C)C(=O)Nc1cc(F)ccc1F	-2	-7
COc1ccc(CN(Cc2ccc(OC)cc2)C(=O)c2cccs2)cc1	0	-1
COc1ccc(C(CNC(=O)CCNS(=O)(=O)c2ccccc2)N2CCOCC2)cc1 (stereo not given)	-1	0
COCCCn1c(=NC(C)=O)c(C#N)cc2c(=O)n3cccc(C)c3nc21	4	1
O=C(CSc1n[nH]c(=O)n1C1CC1)c1ccc2c(c1)OCCO2	2	38*
CCN(CC)C(=O)C1=C(C)N(CCCOC)C(=O)C(CC(=O)NCc2cccs2)C1 (stereo not given)	0	0
Cc1cc(C)nc(N/N=C/C2=C(O)CC(c3ccc(F)cc3)CC2=O)n1 (stereo not given)	2	11
CCOC(=O)C1(Cc2ccccc2)C(=O)N(CCCN(C)C)c2ccccc21 (stereo not given)	-4	-1
CN(C)c1ccc(CN(C(=O)/C=C/c2ccco2)C2CCS(=O)(=O)C2)cc1 (stereo not given)	-2	1
COc1ccc(OC)c(NC(=O)C2CCCN2S(=O)(=O)c2ccc3c(c2)CC(C)N3C(C)=O)c1 (stereo not given)	0	-6
CCCC(=O)Nc1ccc2c(c1)nc(CCNC(=O)c1ccco1)n2C	-1	1
CC1(C)N=C(N)N=C(N)N1c1ccc(OCC(=O)Nc2ccccc2)c(Cl)c1	-4	0
CCCCCC(=O)N1C[C@@H](O)[C@H](n2cc(COC(=O)c3ccccc3)nn2)C[C@@H]1c1ccccc1	1	-1
COC(=O)N(C)C[C@@H]1OCc2cnnn2CCCC(=O)N([C@H](C)CO)C[C@@H]1C	-2	-5
CC1CCCCC12NC(=O)N(CC(=O)N1CCN(S(=O)(=O)c3ccc(Cl)s3)CC1)C2=O (stereo not given)	-1	0
O=C1C(=Cc2ccncc2)CCCc2ccccc21	0	2

Full records as entered above. Screens in order: V-ATPase pHluor	Wnt bcat act
`C[C@H](CO)N1C[C@H](C)[C@H](CN(C)S(=O)(=O)c2ccccc2)OCc2ccccc2-c2c(n(C)c3ccccc23)C1=O` in the list: -1	-1
`O=C(Cc1ccc(Cl)cc1)NCC(=O)N1CCC2(CC1)NCCc1[nH]cnc12` in the list: -2	-5

The results go on:
SMILES	V-ATPase pHluor	Wnt bcat act
Cc1ccc(N2C(=O)N(CC(=O)N3CCc4ccccc43)C(=O)C2C)cc1 (stereo not given)	-2	-1
Cn1c(N)c(C(=O)CN2CCN(S(=O)(=O)c3ccccc3C#N)CC2)c(=O)n(C)c1=O	1	-1
CC(=O)c1sc2nc(-c3ccco3)ccc2c1N	0	-6
COc1ccc(CNC(=O)C2CCN(S(=O)(=O)c3ccc4nc5c(c(C(=O)O)c4c3)CCCC5)CC2)cc1	0	-2
COc1ccc([C@H]2C[C@H](n3cc(COC(=O)c4ccccc4)nn3)[C@@H](O)CN2CC2CCCCC2)cc1	-2	-2
CC1=C(C#N)C(=O)NC1(C)O (stereo not given)	4	0
CCC(Sc1nc2ccsc2c(=O)n1Cc1ccc(C(=O)O)cc1)C(=O)Nc1ccc(Cl)cc1 (stereo not given)	0	-2
O=C(NN1C(=O)/C(=C/C=C/c2ccco2)SC1=S)c1ccncc1	-5	6
CCOc1cc(Br)c(C(C)NC(=O)c2cccnc2)cc1OCC (stereo not given)	-3	-1
O=C1NC(=S)N/C1=C\C=C\c1ccccc1	3	22
O=C(O)CC1(CC(=O)Nc2ccc(F)c(Cl)c2)CCCCC1	-4	-2
Cc1ccc(C(=O)N(CC(=O)NC2CCCC2)c2ccccc2F)s1	1	0
C[C@H]1CN([C@@H](C)CO)C(=O)CCCn2nncc2CO[C@@H]1CN(C)Cc1ccc2c(c1)OCO2	2	3
Cc1ccc([C@H]2N[C@]3(CCCN(Cc4ccc(C(F)(F)F)cc4)C3=O)[C@H]3C(=O)N(Cc4ccccc4)C(=O)[C@@H]23)cc1	1	-1
COc1ccc2ccccc2c1C=NN1CCCCC1	2	2
COc1ccc([C@H]2C[C@H](O)[C@@H](n3cc(C4CC4)nn3)CN2CC2CCCCC2)cc1	-3	0
Cc1ccc2nc3n(c(=O)c2c1)-c1cc2ccccc2cc1C(=O)NC3Cc1ccc(O)cc1 (stereo not given)	-6	-4
Cc1cc(C(=O)COc2ccc(Br)cc2F)c(C)n1CC1CCCO1 (stereo not given)	-2	-2
O=C(C1CC1)N1CCN(c2ccc([N+](=O)[O-])cc2)CC1	2	3
CCC[C@H]1CN(c2ccc(OC)cc2)C(=O)[C@@H]1CC(=O)NC	-1	-3
O=C(OCC(=O)N1CCNC1=O)c1ccccc1Cl	0	0
Cc1ccc(S(=O)(=O)N2C[C@H]3C(=O)C[C@@H](c4ccccc4F)N(S(=O)(=O)c4ccc(C)cc4)[C@H]3C[C@H]2c2cccc3ccccc23)cc1	2	-1
O=C1c2ccccc2C(=O)N1C1C=CC=CC=C1	-1	-1
C[C@H]1CN([C@@H](C)CO)S(=O)(=O)c2ccc(Br)cc2O[C@H]1CN(C)C(=O)C1CCC1	0	-1
C[C@@H]1CN([C@H](C)CO)C(=O)CCCn2nncc2CO[C@@H]1CN(C)C(=O)c1ccc(N2CCN(C)CC2)cc1	0	0

A run of entries of the results above:
SMILES	V-ATPase pHluor	Wnt bcat act
O=C(C1CC1)N1CCN(c2ccc([N+](=O)[O-])cc2)CC1	2	3
CCC[C@H]1CN(c2ccc(OC)cc2)C(=O)[C@@H]1CC(=O)NC	-1	-3
O=C(OCC(=O)N1CCNC1=O)c1ccccc1Cl	0	0
Cc1ccc(S(=O)(=O)N2C[C@H]3C(=O)C[C@@H](c4ccccc4F)N(S(=O)(=O)c4ccc(C)cc4)[C@H]3C[C@H]2c2cccc3ccccc23)cc1	2	-1
O=C1c2ccccc2C(=O)N1C1C=CC=CC=C1	-1	-1
C[C@H]1CN([C@@H](C)CO)S(=O)(=O)c2ccc(Br)cc2O[C@H]1CN(C)C(=O)C1CCC1	0	-1

An excerpt; rates above refer to the full screens.
